Compound activity from PubChem.
M. tuberculosis HTS – M. tuberculosis growth inhibition, HTS (AID 449762). one-dose inhibition, % at 25 µM; IC50 in µM for titrated hits. M. tuberculosis H37Rv growth inhibition, 7H9 media; higher % means a stronger effect. hit rate 0.59% among 330,000; in the data active means a potency from the dose series; inconclusive means inhibition above about 70% without an active follow-up result;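 further: bacterial growth assessed after seven days of incubation; strong numbers were not always called active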
influenza NS1A – H1N1 influenza NS1A inhibitors, functional cell based assay (AID 504329); NS1A functional cell-based assay, percent inhibition; higher % means a stronger effect; one-dose inhibition, % at 12.5 µM; IC50 in µM for titrated hits; hit rate 0.3% among 340,000; in the data active means a potency from the dose series; inconclusive means inhibition above about 27% without an active follow-up result; further: strong numbers were not always called active
inhibitors of VEEV – inhibitors of VEEV TC-83 cytopathic effect, confirmation, Vero cells (AID 588727). Vero cells, VEEV TC-83 cytopathic effect inhibition; higher % means a stronger effect. inhibition, % at 20 µM; hits with a dose series show IC50 in µM. hit rate 0.13% among 350,000; in the data active means a potency from the dose series; inconclusive means inhibition mostly from about 14% at the one dose, without a potency; inactive means the rest, 99 in 100 with inhibition below about 12%; further: strong numbers were not always called active
PhoP GFP inhibition – Inhibition of PhoP regulon, Salmonella typhi GFP reporter cells, confirmation, 4 h (AID 1850); hit rate 0.33% among 310,000; Salmonella Typhi PhoP-promoter GFP reporter, fluorescence, 4 h; higher % means a stronger effect; one-dose inhibition, % at 50 µM; IC50 in µM for titrated hits; in the data active means a potency from the dose series; inconclusive means inhibition mostly from about 25% at the one dose, without a potency; inactive means the rest, 99 in 100 with inhibition below about 19%;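 further: 0% = induced wells with vehicle and 100% = uninduced wells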
tuberculosis growth – growth inhibition of non-replicating M. tuberculosis (AID 488890); inhibition, % at 25 µM, or IC50 in µM where a hit was titrated; hit rate 0.39% among 320,000; Mycobacterium tuberculosis non-replicating, growth inhibition; higher % means a stronger effect; in the data active means a potency from the dose series; inconclusive means inhibition mostly from about 82% at the one dose, without a potency; inactive means the rest, 99 in 100 with inhibition below about 76%;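 further: plate controls were DMSO cells for no effect and high antibiotic wells for full effect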
inhibitors of VEEV 10K pilot screen – also measured in inhibitors of VEEV; calls as there; inhibition, %; measured here: 10K pilot screen inhibition
* = called active by the depositor; i = inactive; ? = inconclusive; . = no result given.

The first 3 records as a preview:
SMILES	M. tuberculosis HTS	influenza NS1A	inhibitors of VEEV	PhoP GFP inhibition	tuberculosis growth	others
Cn1nc(C(F)(F)F)c(/C=N/OC(=O)c2ccccc2)c1Sc1ccc(Cl)cc1	7%	-1%	4.0%	0%	18%
CCOC(=O)C1=C(C)n2c(s/c(=C3\C(=O)Nc4ccccc43)c2=O)=NC1c1ccc(OC)cc1 (stereo unspecified)	6%	-4%	i	2%	17%
C=CCn1c(SCC(=O)Nc2ccc(C)cc2C)nnc1-c1cccnc1	-2%	-2%	i	-15%	17%

Main list, from the first entry:
SMILES	M. tuberculosis HTS	influenza NS1A	inhibitors of VEEV	PhoP GFP inhibition	tuberculosis growth	others
Cn1nc(C(F)(F)F)c(/C=N/OC(=O)c2ccccc2)c1Sc1ccc(Cl)cc1	7%	-1%	4.0%	0%	18%
CCOC(=O)C1=C(C)n2c(s/c(=C3\C(=O)Nc4ccccc43)c2=O)=NC1c1ccc(OC)cc1 (stereo unspecified)	6%	-4%	i	2%	17%
C=CCn1c(SCC(=O)Nc2ccc(C)cc2C)nnc1-c1cccnc1	-2%	-2%	i	-15%	17%
COc1cccc(C2c3cc4c(cc3OC(N3CCCC3)C2C)OCO4)c1O (stereo unspecified)	.	-5%	2.2%	.	.
O=C(Nc1cc(-c2ccccc2)cs1)c1ccco1	.	2%	3.0%	.	.
Cc1cccc(C)c1NC(=O)NC1(C(=O)N2CCOCC2)CCCCC1	4%	9%	1.0%	4%	0%
COCC(=O)NC1CCN(S(=O)(=O)c2ccc(C(=O)O)cc2)CC1	5%	1%	i	3%	-3%	inhibitors of VEEV 10K pilot screen=0.6
COC(=O)c1ccc(COc2ccccc2/C=C(\C#N)C(=O)NC(C)C)cc1	5%	6%	0.4%	1%	-12%
Cc1ccc(NC2=NC3(CCCC3)N=C(N)N2)c(C)c1	-4%	12%	3.0%	14%	32%
O=S(=O)(c1cccs1)N1CCC2(CC1)OCCN2S(=O)(=O)c1ccccc1	2%	-3%	4.2%	7%	-2%
COC(=O)c1ccccc1Sc1ncnc2onc(C)c12	?	-14%	4.0%	4%	6.5µM*
CCN(CC)c1ccc(S(=O)(=O)N2CCOCC2)cc1NC(=O)COC(=O)/C=C/c1ccc(O)c(OC)c1	.	-13%	9.7%	.	.
COC(=O)CC1C(=O)NCCN1C(=S)Nc1cccc(C)c1 (stereo unspecified)	-5%	-5%	0.3%	-6%	4%
CN1C(=O)CSC1=Nc1cccc(C(=O)O)c1	4%	-4%	0.8%	-9%	37%
CCOC(=O)c1ccc(NC(=O)c2ccc[n+]([O-])c2)cc1	-5%	2%	1.1%	11%	-18%
O=C(CSc1nc(C2CC2)nc2ccccc12)N1c2ccccc2Sc2ccc(C(F)(F)F)cc21	-1%	-13%	i	1%	20%
CC1CCN(c2ccc3c(c2)S(=O)(=O)c2cccc(C(=O)NCc4cccc(F)c4)c2C3=O)CC1	-3%	-4%	5.2%	.	1%
Cc1ccc(S(=O)(=O)N(C)c2ccc(C(=O)N3CCc4ccccc4C3)cc2)cc1	-5%	-7%	5.4%	4%	17%
COc1ccc(C(=O)CCc2nc3ccccc3s2)cc1	5%	5%	1.1%	-6%	63%
O=C(Cc1ccccc1)N/N=C/c1cccc([N+](=O)[O-])c1	3%	-5%	0.3%	-7%	-3%
CCn1c(SC(C)C(=O)Nc2ccc(N3CCOCC3)cc2)nnc1C1CC1 (stereo unspecified)	-2%	-3%	1.4%	.	-6%
COc1cc(C(=O)NCCC(=O)NC2CCCCC2)cc(OC)c1OC	4%	4%	0.4%	0%	-3%
Cc1cn(CC(=O)NCc2ccc(N(C)C)cc2)c(=O)[nH]c1=O	.	-27%	i	.	.
CC(C)(C)C1CCc2c(sc3nc(SCC(=O)O)nc(N)c23)C1 (stereo unspecified)	6%	15%	0.7%	11%	69%
CCCc1cc(=O)oc2cc(OCC(=O)NCCc3c[nH]c4ccc(OC)cc34)ccc12	1%	-2%	8.3%	-6%	14%
O=C(Nc1cccnc1)c1ccc(N2CCOCC2)c([N+](=O)[O-])c1	2%	2%	0.2%	-3%	-6%
COc1ccc(N2C(=O)CSC23C(=O)N(CC(=O)NC2CCCC2)c2ccccc23)cc1 (stereo unspecified)	4%	-3%	0.5%	0%	9%
O=C(CSc1ccc(-c2cccs2)nn1)NCc1ccccc1Cl	0%	.	.	-6%	52%
Cc1cnccc1CN(C)Cc1nc(Cc2ccccc2Cl)no1	5%	-2%	i	3%	3%
O=C(Cn1nnc(-c2ccccc2)n1)N/N=C/c1cccc([N+](=O)[O-])c1O	-3%	.	1.8%	5%	60%
CCn1cc(/C=C/C(=O)Nc2ccc(C)cc2Br)cn1	-8%	22%	1.9%	0%	6%
Cc1ccccc1CN(C)Cc1cc(=O)oc2c(C)c(C)ccc12	-4%	-6%	2.8%	-4%	33%
CC1CCc2nn(CC(=O)NCCCN3CCCCC3)cc2C1 (stereo unspecified)	-8%	-1%	0.3%	-9%	11%
COc1ccc(OC)c(S(=O)(=O)N2CCC(C(=O)Nc3ccccc3)CC2)c1	-8%	-11%	7.5%	-3%	4%
COCCN1Cc2cc(=O)n3c([nH]c4ccccc43)c2C1=N	12%	6%	0.7%	6%	3%
CN1CCN(S(=O)(=O)c2ccc(Br)c3ccccc23)CC1	2%	-13%	i	-10%	4%
CC(=O)NC(C(=O)c1ccccc1)N1CCCCC1 (stereo unspecified)	5%	-6%	i	1%	-12%
Cc1ccc(CN2CCN(Cc3cccc(OCCO)c3)CC2CCO)o1 (stereo unspecified)	3%	13%	i	-6%	6%
COc1ccccc1CNC(=O)COC(=O)CNS(=O)(=O)c1ccc(NC(C)=O)cc1	-3%	-10%	1.4%	.	21%
CCCCNc1ccc(C(F)(F)F)cc1S(=O)(=O)NCCc1ccc(F)cc1	.	-1%	0.3%	.	.

The final six entries of the section before lead into the next.
SMILES	M. tuberculosis HTS	influenza NS1A	inhibitors of VEEV	PhoP GFP inhibition	tuberculosis growth	others
COCCN1Cc2cc(=O)n3c([nH]c4ccccc43)c2C1=N	12%	6%	0.7%	6%	3%
CN1CCN(S(=O)(=O)c2ccc(Br)c3ccccc23)CC1	2%	-13%	i	-10%	4%
CC(=O)NC(C(=O)c1ccccc1)N1CCCCC1 (stereo unspecified)	5%	-6%	i	1%	-12%
Cc1ccc(CN2CCN(Cc3cccc(OCCO)c3)CC2CCO)o1 (stereo unspecified)	3%	13%	i	-6%	6%
COc1ccccc1CNC(=O)COC(=O)CNS(=O)(=O)c1ccc(NC(C)=O)cc1	-3%	-10%	1.4%	.	21%
CCCCNc1ccc(C(F)(F)F)cc1S(=O)(=O)NCCc1ccc(F)cc1	.	-1%	0.3%	.	.
CS(=O)(=O)N(CCc1ccccc1)CC(=O)NCc1ccco1	-10%	-16%	i	-3%	-9%
COc1ccc(C)cc1NC(=O)c1ccc(NS(=O)(=O)c2cccs2)cc1	9%	8%	2.4%	-14%	15%
CCOC(=O)CN1C(=N)N(c2nc(NC(C)C)nc(NC(C)C)n2)CC1=O	-3%	-3%	0.4%	3%	4%
O=C(N/N=C/c1cc2c(cc1Br)OCO2)C1COc2ccccc2O1 (stereo unspecified)	-4%	10%	4.0%	11%	7%
O=C(CN1CCN(Cc2cccc(F)c2)CC1)Nc1ccccc1F	4%	-3%	0.9%	14%	11%
Cc1ccccc1-n1c(O)cc(=O)[nH]c1=S	9%	-1%	0.5%	-4%	-7%
CC(C)COC(=O)N1CC(O)CC1C(=O)O (stereo unspecified)	-11%	2%	i	-10%	-7%
CCOC(=O)C1=C(COc2ccccc2)NC(=O)NC1c1ccc2ccccc2c1 (stereo unspecified)	5%	.	.	7%	1%
Cc1nn(C)c(C)c1S(=O)(=O)N1CCC(C(=O)NCC2COc3ccccc3O2)CC1 (stereo unspecified)	-5%	-7%	1.2%	-2%	-44%
CC(=O)c1c(C)[nH]c(C(=O)Nc2cccnc2)c1C	-7%	-4%	2.5%	-5%	8%
COCCn1c(SCC(=O)NCc2ccc3c(c2)OCO3)nnc1-c1c[nH]c2ccccc12	-7%	-7%	1.2%	1%	-1%
C=CC(=O)Nc1ccc(Br)cc1	-3%	3%	3.4%	-3%	15%
CCCC(=O)Nc1c2c(nn1-c1cccc(C)c1C)CS(=O)(=O)C2	7%	-7%	i	3%	-1%
Cc1cccc(NC(=S)N(C)C)c1C	-3%	-5%	i	18%	-16%
Cc1c(OC(C)C(=O)NC2CC(C)(C)NC(C)(C)C2)ccc2c3c(c(=O)oc12)CCC3 (stereo unspecified)	-2%	3%	1.8%	-5%	14%
CN(C)CCN(CC1CCCN(Cc2ccccc2F)C1)C(=O)Cc1c(F)cccc1F (stereo unspecified)	2%	0%	i	10%	7%
Cc1ccccc1C(=O)N1CCN(c2ccc(NC(=O)c3ccco3)cc2)CC1	-9%	7%	1.5%	7%	-9%
CCc1c(C)c2ccc(OCC(=O)N(C)C)c(C)c2oc1=O	-8%	4%	i	-8%	2%
CC(C)CCCC(C)NC(=O)c1cc(S(=O)(=O)N2CCCCC2)ccc1N1CCOCC1 (stereo unspecified)	-10%	-3%	i	.	9%
COc1ccc([C@H]2CC(=O)C=C(c3cccc(F)c3OC)C2)cc1	4%	-4%	i	.	18%
COc1ccc(N2C(=O)CCC(C(=O)O)C2c2ccccc2OC)cc1 (stereo unspecified)	-5%	-6%	0.4%	0%	9%
COc1cc(OC)c(S(=O)(=O)N2CCN(C(=O)c3ccccc3F)CC2)cc1NC(C)=O	6%	-1%	i	9%	2%
CC1CN=C(NC2CCCCC2C)S1 (stereo unspecified)	1%	12%	1.1%	9%	-1%
NS(=O)(=O)c1cccc(C(=O)OCC(=O)NC2CCCc3ccccc32)c1 (stereo unspecified)	5%	-4%	2.3%	.	-4%
C/C(Cn1cnc([N+](=O)[O-])n1)=N\NC(=O)c1cccc(F)c1	-15%	13%	3.3%	-1%	58%
O=C(NCCc1ccccn1)c1ccc(COc2ccccc2)o1	0%	-4%	1.3%	-5%	66%

Random draw from the library; 1.6% or so of the library scored in one or more.
